Screens deposited in PubChem BioAssay by National Center for Advancing Translational Sciences (NCATS).
B2AR arrestin – beta2AR (human) beta-arrestin recruitment activity; AID 492947; actives 0.02% (n = 330,000); P07550; Potency, µM (highest dose often 46.1 µM), without a hit: at the top dose activation, actives largely listed as activators; beta-arrestin recruitment to beta2AR, cell-based reporter;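 note: potency is the fitted concentration of half-maximal effect; 0% = DMSO controls and full agonism = EC100 isoproterenol or metaproterenol; nearly all actives have a fitted effect of over 65% in size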
Target sequence (P07550 whole entry, looked up): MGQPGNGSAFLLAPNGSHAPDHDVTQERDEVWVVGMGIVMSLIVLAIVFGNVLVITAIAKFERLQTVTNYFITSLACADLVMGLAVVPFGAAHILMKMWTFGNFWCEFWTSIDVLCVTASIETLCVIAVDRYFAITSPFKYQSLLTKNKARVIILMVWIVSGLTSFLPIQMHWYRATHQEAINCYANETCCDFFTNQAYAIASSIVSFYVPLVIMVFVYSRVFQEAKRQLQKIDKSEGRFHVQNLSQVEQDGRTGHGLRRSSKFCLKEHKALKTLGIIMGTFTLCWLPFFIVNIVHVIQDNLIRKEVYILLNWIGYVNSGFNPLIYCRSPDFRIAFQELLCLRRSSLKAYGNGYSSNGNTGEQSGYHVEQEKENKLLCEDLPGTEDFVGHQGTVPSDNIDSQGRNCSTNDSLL
Eya2 phos inh – Eya2 (human) phosphatase inhibition; AID 488837; actives 0.006% (n = 330,000); recombinant Eya2, OMFP fluorescence dephosphorylation (OMFP is methylfluorescein phosphate); O00167; Potency, µM (doses to about 76.9 µM), for the others: at the highest dose activity, negative = inhibition, usual class: inhibitors; note: potency is the fitted concentration of half-maximal effect
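Eya2 (0.2 uM) preincubated 10 min at ambient with compound, then OMFP substrate added at 50 uM; 10 min reaction in 50 mM HEPES pH 7.5, 50 mM NaCl, 5 uM MgCl2, 0.05% BSA, 1 mM DTT. Fluorescence read at Ex 485/Em 525 nm.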
USP2a inh – inhibitors of human ubiquitin-specific protease USP2a. USP2 core, Ub-CHOP2 coupled fluorogenic reporter, 485/531. Potency, µM (doses to about 38.3 µM), inactives show at the highest dose activity change, negative = inhibition, actives largely listed as inhibitors. actives 0.01% (n = 330,000). AID 463254. O75604;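 note: potency is the fitted concentration of half-maximal effect; plate controls were DMSO wells for no effect and full inhibition by NEM control for full effect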
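Deubiquitinase activity read as fluorescence (485/531 nm) after Ub-CHOP2 cleavage activates the enterokinase reporter on its substrate; USP2 core 10nM, Ub-CHOP2 and substrate 25nM each, 30min compound preincubation then 60min RT; data normalized to NEM, curves fitted.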
Giardia kill – kills Giardia lamblia; AID 540267; Giardia lamblia trophozoite viability; actives 0.15% (n = 340,000); activity change, % at 7.66 µM, hits read low; in the data active = activity change below about -80%; inconclusive = between about -30% and that limit;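 note: parasites exposed to compound for two days anaerobically before the ATP read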
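Anaerobic 48 hrs incubation at 37 deg C of 100 trophozoites/well with test compounds; ATPLite 1-Step luminescence, 15-30 min RT, reports cellular ATP as viability.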
Chronic BCR inh – chronic active BCR signaling inhibition | ABC-DLBCL IkBa-CBG/CBR reporter, luminescence ratio, 4 h | Potency, µM (highest dose often 46.1 µM), for inactives: top-dose ratio change, negative = lower green/red ratio, most hits filed as inhibitors | actives 0.05% (n = 340,000); active = well fitted inhibition curve with a large enough effect in the signal ratio, with a control signal flat, not every such curve was filed as active; inconclusive = small, poorly fitted or top-dose-only effect, or effect the other way, or a change in a side signal; the % refers to the signal ratio;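 note: potency is the fitted concentration of half-maximal effect; plate controls were basal doxycycline-induced cells for no effect and cells given 10 µM MG132 for full effect; MG132 reads +100%, hits lower the ratio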
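TMD8 human ABC-DLBCL cells with doxycycline-inducible IκBα–green luciferase fusion and unfused red luciferase, in 0.5% FBS medium; compounds up to 46 uM, 4 h at 37C. Green/red luminescence ratio, filter-overlap corrected, fitted to concentration-response curves.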
KCNH2 WT inh – KCNH2 (human, wildtype) channel inhibition; Q12809; activity change, % at 1.84 µM; AID 720551; U2OS, BacMam KCNH2, thallium flux FluxOr; hits give low values; actives 0.37% (n = 340,000);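 active = maximum activity change below -70%; inconclusive = maximum activity change between -70% and -50%; inactive = maximum activity change above -50%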
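U2OS cells were transduced with wild-type KCNH2 virus (2.03 x 10^8 / mL) for 4 h at room temperature, then cultured overnight at 37 C. Thallium flux was read with FluxOr dye. Rate constants were normalized to DMSO controls.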
PKM2 act – activators of human pyruvate kinase M2 | purified PKM2, Kinase-Glo ATP luminescence, activation; response scale: 0% is enzyme alone, no compound | actives 0.34% (n = 260,000) | Potency, µM (titrated, usually from 57.5 µM), without a hit: at the highest dose activation, actives largely listed as activators; note: potency is the fitted concentration of half-maximal effect; nearly all actives have a fitted effect of over 55% in size
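Kinase-Glo luminescence reports ATP generated from ADP (0.1 mM) and PEP (0.5 mM) by purified hPK-M2 after 1 h at room temperature, pH 7.2 imidazole buffer; intermediate enzyme activity allows detecting inhibitors and activators.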
uPA generation – cell surface uPA generation inhibition; Potency, µM (doses to about 38.3 µM), inactives show at the top dose activity change, negative = inhibition, actives largely listed as inhibitors; cell surface uPA generation assay, qHTS; AID 540303; actives 0.31% (n = 330,000); active = well fitted inhibition curve with a large enough effect; inconclusive = small, poorly fitted or top-dose-only effect; inactive = no such curve, though single readings can be large or run the other way; tested in mouse RAW 264.7 cells; note: potency is the fitted concentration of half-maximal effect; nearly all actives have a fitted effect of over 55% in size
KCNH2 3.1 inh – blocks the human KCNH2 3.1 channel isoform; U2OS KCNH2 3.1, thallium flux FluxOr; hits give low values; activity change, % (tested at about 1.8 µM); actives 0.95% (n = 340,000);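 active = maximum activity change below -70%; inconclusive = maximum activity change from -70% to -50%; inactive = maximum activity change above -50%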;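 note: thallium influx rate constant from kinetic fluorescence after stimulation buffer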
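Channel expression came from 3.1 mutant virus (1.77 x 10^8 /mL) applied to suspended U2OS cells for 4 h. Flux was tracked with FluxOr dye plus Red40 quencher, and kinetic rate constants normalized to controls.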
GALK inh – galactokinase (human) inhibition | P51570 | Purified GALK, Kinase-Glo residual ATP luminescence | Potency, µM (highest dose often 57.5 µM), inactives show top-dose activity change, negative = inhibition, most hits filed as inhibitors | actives 0.007% (n = 270,000); note: potency is the fitted concentration of half-maximal effect
Target sequence (P51570 whole entry, looked up): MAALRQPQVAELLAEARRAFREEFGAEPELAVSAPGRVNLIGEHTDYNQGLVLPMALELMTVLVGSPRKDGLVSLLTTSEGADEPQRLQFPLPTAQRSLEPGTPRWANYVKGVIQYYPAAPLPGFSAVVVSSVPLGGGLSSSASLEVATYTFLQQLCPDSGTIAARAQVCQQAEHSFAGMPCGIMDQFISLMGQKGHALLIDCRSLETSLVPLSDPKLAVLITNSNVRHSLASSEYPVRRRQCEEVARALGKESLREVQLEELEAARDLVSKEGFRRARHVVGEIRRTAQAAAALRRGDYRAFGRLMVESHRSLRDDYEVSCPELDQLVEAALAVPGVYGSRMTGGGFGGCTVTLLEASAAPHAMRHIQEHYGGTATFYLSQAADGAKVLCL
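5 nM enzyme, 35 uM ATP, 100 uM galactose, 20 mM HEPES pH8.0, 5 mM MgCl2; 1 h RT; residual ATP by Kinase-Glo Plus luminescence, qHTS format.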
FBPA coupling cs – coupling enzyme interference in Giardia aldolase counter-screen | coupling enzyme system counterscreen, AmpLite Red fluorescence | activity change, negative = inhibition, % at 58.2 µM, hits read low | actives 0.67% (n = 290,000) | AID 2472; in the data active = activity change below about -30%
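Activity here indicates interference with the coupling reaction, not aldolase inhibition. Compounds at 57.5 uM final met coupling enzymes for 10 min at RT; substrate and AmpLite Red detection followed, with a 525/598 nm fluorescence read after 20 min.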
Active calls of the source: *; ? = inconclusive; / = no result given; [ ] = dose if it differs, or a comment. Unless noted, calls come from the whole dose curve; as a rule, active = well fitted curve in the direction sought with a large enough effect; inconclusive = small, poorly fitted or top-dose-only effect, or another doubt; inactive = no such curve, though single readings can be large; an effect the other way counts as inactive or inconclusive. Unless noted, % is set by controls: 0 for no effect and ±100 for the full control effect.

compound | B2AR arrestin | Eya2 phos inh | USP2a inh | Giardia kill | Chronic BCR inh | KCNH2 WT inh | PKM2 act | uPA generation | KCNH2 3.1 inh | GALK inh | FBPA coupling cs
O=C(O)c1ccccc1CSc1nc2ccccc2s1 | -0.8% | -11% | 3% | -15 | ? | 0 | -3% | 1% | 16 | 3% | 10
CSCCC(NC(=O)COc1ccccc1)C(=O)Nc1ccc(C)cc1 (configuration not stated) | -1.2% | -5% | -1% | -1 | -6% | -7 | -2% | 11% | -16 | 1% | 3
O=C(COC(=O)c1n[nH]c2ccccc12)Nc1ccccc1 | -0.1% | -5% | 4% | -14 | ? | -2 | -1% | 2% | -8 | 7% | 4
CC(=O)Nc1ccc(N2CCN(c3ccc(C(F)(F)F)cn3)CC2)nc1 | -1.7% | 4% | 2% | 8 | 10% | 10 | 6% | 6% | 3 | -1% | -5
CCC1CCCCN1CC(=O)Nc1cc(C)nn1-c1nc(C)cc(C)n1 (configuration not stated) | 35µM* | -8% | -5% | 0 | ? | 10 | -1% | ? | 8 | 2% | 7
Cc1ccc(OC(=O)c2oc3ccc(F)cc3c2C)c(C)c1 | -0.5% | -3% | 0% | 5 | ? | 16 | -1% | ? | -9 | 1% | /
COc1ccc(CCNC(=O)C2CCN(C(=O)c3cccc(Cl)c3)CC2)cc1OC | -1.1% | 9% | 1% | 3 | 2% | -8 | 0% | -5% | -1 | 6% | 1
COc1cc(N)c(Cl)cc1C(=O)OCC(=O)NCC1CCCO1 (configuration not stated) | -1.6% | 9% | 0% | 7 | -5% | -2 | / | -2% | 11 | / | /
Nc1n[nH]c(C2CC2)c1N=Nc1ccc(Cl)c(Cl)c1 | 1.9% | -16% | -11% | 12 | 10% | -2 | -9% | 2% | 3 | 2% | -2
O=C(NCc1ccc(Cl)cc1)C1CCC(CNc2c(N3CCCC3)c(=O)c2=O)CC1 (configuration not stated) | -0.3% | ? | -2% | -22 | 2% | 1 | -5% | -4% | 5 | -4% | 4
CS(=O)(=O)c1sc2nc(-c3cccs3)cc(-c3ccccc3)c2c1N | -0.1% | 6% | 3% | -4 | -1% | -12 | 2% | 11% | 8 | -4% | 1
COc1ccc2oc(=O)c(/C(C)=N/Nc3nc(-c4cc(C)ccc4C)cs3)cc2c1 | -0.5% | 1% | 1% | 14 | 0% | -23 | -1% | 3% | 9 | -1% | 2
CC1CCCN(CCCNC(=O)CN2C(=O)COc3ccc(S(=O)(=O)N4CCOCC4)cc32)C1 (configuration not stated) | 0.1% | 5% | 0% | -11 | -7% | -6 | / | -1% | -4 | 6% | /
O=C(c1ccc(Cl)cc1)n1cnc2ccccc21 | -0.5% | 14% | 0% | 17 | 7% | -2 | -3% | 7% | 20 | -7% | -3
COc1ccc(/C=C(\NC(=O)c2cccs2)C(=O)NC(C)(C)C)cc1OC | -0.2% | -5% | 1% | 27 | -2% | -5 | / | 4% | -11 | 1% | 1
CC(CNC(=O)C(C)(C)C)NC(=O)C(C)(C)C (configuration not stated) | -0.4% | 7% | 2% | 0 | ? | 2 | 0% | 3% | -2 | 2% | 1
Cc1ccc(S(=O)(=O)N(C)C)cc1[N+](=O)[O-] | -0.7% | 10% | 0% | -3 | ? | -26 | -1% | -2% | 7 | 7% | 2
CCN1CCN(C(=O)N2CCOCC2)CC1 | -0.3% | 7% | 0% | 0 | ? | -9 | -1% | -1% | 11 | 6% | 0
Cc1cccc(NC(=O)c2nc[nH]c2C(=O)NCCCCCCNC(=O)c2[nH]cnc2C(=O)Nc2cccc(C)c2)c1 | 0.1% | -7% | 1% | -21 | 2% | -7 | / | 13% | 3 | / | /
O=C(NCc1cccnc1)c1ccc(S(=O)(=O)N2CCOCC2)cc1 | 0.2% | -21% | 0% | 17 | -8% | 6 | 1% | 10% | -11 | -1% | 1
COc1ccc(OC)c(CCNC(=O)c2ccc3c(=O)[nH]c4c(C(=O)NC(C)C)sc(=S)n4c3c2)c1 | 0.2% | 7% | 1% | 1 | -5% | 7 | / | 14% | 7 | 2% | /
COc1ccc(/C(C)=N/NC(=O)CNC(=O)/C=C\c2ccco2)cc1 | 0.2% | 1% | 2% | 3 | -11% | 8 | 26% | -4% | -14 | -2% | 1
C/C(=C\c1ccccc1)C(=O)Nc1cc(C)on1 | -0.2% | 19% | -2% | 7 | ? | 0 | 2% | 3% | 5 | -1% | 1
COc1ccc(-c2cc(C(F)(F)F)n3ncc(C(=O)N4CCc5ccccc5C4)c3n2)cc1 | -0.3% | -1% | 1% | -8 | -2% | -3 | 1% | -1% | -5 | -2% | -3
CC(C)(C)c1csc(N(CCC#N)CCC#N)n1 | -1.7% | 1% | 1% | -2 | ? | 12 | 0% | / | 5 | 2% | -1
NCCCC[C@@H](C(=O)N1CCNCC1)n1cc(CN)nn1 | 0.2% | 6% | 1% | 0 | -1% | 8 | / | 7% | -2 | / | /
CCC(C)NC(=O)CC1Oc2ccc(Cl)cc2NC1=O (configuration not stated) | -0.1% | 10% | 0% | ? | 10% | -1 | -13% | -4% | 5 | 0% | 1
CCC(=O)NC(=S)Nc1cc(C(=O)O)ccc1OC | 0.0% | -17% | 2% | -10 | -1% | 4 | 5% | 5% | -2 | 1% | 4
CCC1(C)OC(=O)N(CCCn2ccnc2C)C1(C)O (configuration not stated) | -0.5% | -10% | 2% | -6 | 1% | -2 | 0% | -2% | 4 | -1% | 3
CCNC(=O)C(Cc1ccccc1)NC(=O)OCc1ccccc1 (configuration not stated) | 0.1% | -15% | 2% | -17 | 3% | -2 | -2% | -1% | -19 | 2% | 2
CCN(C(=O)C(C)OC(=O)C1C(C(=O)OC)=C(C)NC(C)=C1C(=O)OC)c1ccccc1 (configuration not stated) | -0.1% | -5% | 3% | -2 | -2% | -14 | 0% | 4% | -3 | 4% | 0
Cn1cc(C(N)=O)c2ccccc21 | 0.2% | -3% | 0% | 13 | -10% | -2 | -2% | 2% | -3 | 6% | 1
C[N+](C)(C)CCOC(=O)C1(c2ccccc2)CCCC1 | 0.2% | -15% | 4% | -5 | ? | -1 | -1% | 0% | -6 | 0% | 1
CC1CC(C)CN(S(=O)(=O)N2CCCC(C(=O)NC3CCCCC3)C2)C1 (configuration not stated) | 0.2% | 5% | 2% | -6 | 9% | 0 | -5%[0.46 µM] | -2% | 4 | 1% | -4
CCCCn1nc2cc(C(=O)NCCc3ccc(C)cc3)ccc2c1OCC | -1.1% | 5% | 2% | -1 | 4% | -3 | -3% | 12% | 3 | -1% | 0
COc1ccc(NC(=O)CSc2ncnc3c2cnn3Cc2ccccc2)cc1OC | -0.2% | -12% | 4% | -1 | ? | 0 | 3% | -2% | -4 | -1% | 5
Cc1ccc(C(=O)N(CC(=O)Nc2sc(C)c(C)c2C(N)=O)C2CCCC2)cc1 | -0.5% | -4% | 1% | -21 | ? | 2 | 4% | 0% | 3 | 8% | -1
Cc1ccccc1OCC(=O)Nc1cc(S(=O)(=O)N2CCOCC2)ccc1N1CCCC1 | 0.0% | -20% | 0% | -8 | ? | 2 | / | 12% | 15 | / | /
CC(=O)N1CCN(c2ccnc3cc(Cl)ccc23)CC1 | 0.0% | 2% | 7% | -21 | -1% | 9 | 2% | -3% | -23 | 1% | 2
Cc1ccccc1OCC(=O)NCCC(=O)O | 0.6% | -19% | 5% | -5 | 0% | 4 | -1% | -7% | -1 | 3% | 2
CCOC(=O)CCC(NC(=O)c1ccc(NCN2C(=O)CCC2=O)cc1)C(=O)OCC (configuration not stated) | / | / | / | 3 | / | -1 | -5% | 15% | 0 | 1% | -4
CN(CCc1cn[nH]c1)Cc1nc(C(c2ccccc2)c2ccccc2)no1 | 0.4% | -4% | 2% | -4 | ? | -3 | 8% | -1% | -28 | 1% | -3
COCCNC(=O)C1CCC(=O)N1S(=O)(=O)c1ccc(C)cc1 (configuration not stated) | 0.0% | 9% | 0% | -10 | 0% | 1 | -1%[11.5 µM] | 0% | -4 | -3% | -1
CCN(CC)S(=O)(=O)c1cc(Cl)ccc1OC | 0.1% | 3% | 1% | 31[activator] | -5% | -1 | -1% | -3% | 27 | 2% | 1

Record cards, from the list above. Order of screens: B2AR arrestin, Eya2 phos inh, USP2a inh, Giardia kill, Chronic BCR inh, KCNH2 WT inh, PKM2 act, uPA generation, KCNH2 3.1 inh, GALK inh, FBPA coupling cs
Record of `CN(CCc1cn[nH]c1)Cc1nc(C(c2ccccc2)c2ccccc2)no1` : 0.4%, -4%, 2%, -4, ?, -3, 8%, -1%, -28, 1%, -3
Record of `CCN(CC)S(=O)(=O)c1cc(Cl)ccc1OC` : 0.1%, 3%, 1%, 31[activator], -5%, -1, -1%, -3%, 27, 2%, 1
